High-throughput results as filed in PubChem.
Pf apPOL block = Pf-apPOL inhibitors, biochemical, fluorescence. Plasmodium falciparum apicoplast DNA polymerase (apPOL). Recombinant Pf-apPOL, molecular beacon fluorescence, 1.5 h. inhibition, % at 10 µM. 210,000 tested, 0.25% active. AID 1794808, 2022
mHTT CaM bind = mutant huntingtin-calmodulin interaction inhibitors – biochemical, AlphaScreen, primary screen; 190,000 tested, 3.6% active; AlphaScreen His-mHTT/GST-CaM binding, luminescence; inhibition, % at 15 µM; P42858;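 also: 0% = both proteins with DMSO and 100% = one protein alone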
The depositor's hits bear a star. Rule as the data show it: active = inhibition above about 50%; inactive = the rest.

How did CN1CCN(C(=O)c2cc3sccc3n2Cc2ccccc2F)CC1 do in these assays?
Pf apPOL block: -12; mHTT CaM bind: 19

What do the screens show for `CC(C)(C)n1nc2c(c1NC(=O)c1cccc(C(F)(F)F)c1)CS(=O)(=O)C2`?
Pf apPOL block: 3; mHTT CaM bind: 6

How did c1csc(CNc2ncnc3c2CCC3)c1 do in these assays?
Pf apPOL block: -8; mHTT CaM bind: 1

What do the screens show for `CCOc1ccc(CNC(=O)C2CCN(c3cncnc3N3CCOCC3)CC2)cc1`?
Pf apPOL block: -3; mHTT CaM bind: 6

How did CN(C)C(=O)Cc1ccc(NC(=O)c2cnn(-c3ccccc3)n2)cc1 do in these assays?
Pf apPOL block: -8; mHTT CaM bind: -1

What do the screens show for `Cc1ccc(N2CC(CNC(=O)NC3CCCCC3)CC2=O)cc1` (stereo not drawn)?
Pf apPOL block: 5; mHTT CaM bind: -13

What do the screens show for `CCOc1cc(C2C3=C(CCCC3=O)N(CC)C3=C2C(=O)CCC3)cc(Cl)c1O`?
Pf apPOL block: 66*; mHTT CaM bind: 5

Results for CNC(=O)N1CCCC(c2cccc(C(=O)NCc3ccccc3Br)c2)C1 (stereo not drawn) ?
Pf apPOL block: 0; mHTT CaM bind: 12

What do the screens show for `Cc1c(C(=O)N2CCN(S(C)(=O)=O)CC2)nnn1-c1nc2c(s1)CCCC2`?
Pf apPOL block: -5; mHTT CaM bind: -18

Results for COc1cccc(C2C=C(c3ccc(Br)s3)Nc3ncnn32)c1OC (stereo not drawn) ?
Pf apPOL block: -6; mHTT CaM bind: 9

Results for OC(COCC1COc2ccccc2O1)CN1CCN(c2ccccc2F)CC1 (stereo not drawn) ?
Pf apPOL block: -7; mHTT CaM bind: -1

How did CC(C)Cn1cc(C(=O)NC2CCCCC2)c2c3ccccc3n(C)c2c1=O do in these assays?
Pf apPOL block: -4; mHTT CaM bind: -3

How did NCC(c1ccc[nH]1)C(F)(F)F (stereo not drawn) do in these assays?
Pf apPOL block: -6

Results for O=C(Oc1ccc2c(c1)OC(=Cc1ccco1)C2=O)c1ccc2c(c1)OCO2 ?
Pf apPOL block: -5; mHTT CaM bind: 1

How did O=C(Nc1ccccc1N1CCOCC1)c1ccc([N+](=O)[O-])cc1Cl do in these assays?
Pf apPOL block: 0; mHTT CaM bind: -3

How did O=C(NCC1CCCO1)c1nn2c(C(F)(F)F)cc(-c3cccs3)nc2c1Br (stereo not drawn) do in these assays?
Pf apPOL block: -6; mHTT CaM bind: -4

Results for O=C(CCC1CCCC1)N1CCC(c2ccn3ncc(C(=O)N4CCCC4)c3c2)CC1 ?
Pf apPOL block: -3; mHTT CaM bind: 26

What do the screens show for `CCc1nnc(NC(=O)c2ccc(S(=O)(=O)N(C)C)cc2)s1`?
Pf apPOL block: -44; mHTT CaM bind: -1

What do the screens show for `O=C1CCc2cc(NS(=O)(=O)Cc3cccc(Cl)c3)ccc2N1`?
Pf apPOL block: -4; mHTT CaM bind: 9

Results for CCOc1ccc(/C=C2N=C(/C=C/c3ccccc3)OC\2=O)cc1 ?
Pf apPOL block: -3; mHTT CaM bind: 7

Results for O=C(O)/C=C/C(=O)Nc1ccc(-c2nc3ccc(NC(=O)/C=C/C(=O)O)cc3[nH]2)cc1 ?
Pf apPOL block: 6; mHTT CaM bind: 1

How did CC(=O)c1cc2c(cc1NC(=NS(=O)(=O)c1ccc(C)cc1)c1ccc(F)cc1)OCO2 do in these assays?
Pf apPOL block: 2; mHTT CaM bind: 11

Results for Cc1nc(C2CCCN2S(=O)(=O)Cc2ccccc2)n[nH]1 (stereo not drawn) ?
Pf apPOL block: -2; mHTT CaM bind: -4

How did Cc1ccc(CNS(=O)(=O)c2ccc3nc(-c4ccccc4)[nH]c3c2)cc1 do in these assays?
Pf apPOL block: -2; mHTT CaM bind: 12

How did CN1C(=O)c2cccnc2Sc2cc(NC(=O)Cc3ccc(F)cc3)ccc21 do in these assays?
Pf apPOL block: -3; mHTT CaM bind: 1

Results for COc1ccc(CN(C)C2CCCCC2)c(C)c1C ?
Pf apPOL block: -8; mHTT CaM bind: -6

Results for O=C(NCc1ccccc1)c1nnn2c1COC(c1ccc(Cl)cc1)C2 (stereo not drawn) ?
Pf apPOL block: -8; mHTT CaM bind: -1

How did COc1cc(/C=C2/N=C(c3ccc(C)c([N+](=O)[O-])c3)OC2=O)cc(OC)c1OC do in these assays?
Pf apPOL block: -4; mHTT CaM bind: 2

Results for O=S(=O)(CC1CC1(Cl)Cl)c1ncn[nH]1 (stereo not drawn) ?
Pf apPOL block: -3; mHTT CaM bind: -5

What do the screens show for `Cc1ccc(-n2nc(C)c3c2OC(N)=C(C#N)C3c2cccc(Cl)c2)cc1` (stereo not drawn)?
Pf apPOL block: -1; mHTT CaM bind: 35

What do the screens show for `COCCNC(=O)Nc1ccc2nc(C)c(C)nc2c1`?
Pf apPOL block: -3; mHTT CaM bind: 1

How did O=C(Nc1ccc(C2(C(=O)NCc3ccco3)CCCCC2)cc1)C1CC1 do in these assays?
Pf apPOL block: 1; mHTT CaM bind: 4

How did Cc1c(Cl)cccc1S(=O)(=O)N1CCN(C(C)c2ccccc2)CC1 (stereo not drawn) do in these assays?
Pf apPOL block: -3; mHTT CaM bind: -18

What do the screens show for `O=C(c1cc(C2CC2)n(C2CCS(=O)(=O)C2)n1)N1CCN(c2cccc(Cl)c2)CC1` (stereo not drawn)?
Pf apPOL block: -3; mHTT CaM bind: 84*

How did CC(C)CNc1nnnc2c1sc1nc(N3CCOCC3)c3c(c12)CCCC3 do in these assays?
Pf apPOL block: -9; mHTT CaM bind: 1

What do the screens show for `CC(C)(C)NC(=O)c1cc2nc(-c3cccs3)cc(C(F)(F)F)n2n1`?
Pf apPOL block: 0; mHTT CaM bind: -29

Results for O=C(Nc1ccccc1C(=O)NCCN1CCOCC1)c1cccc(I)c1 ?
Pf apPOL block: -3; mHTT CaM bind: 4

Results for O=C(CC1CCCC1)Nc1cnc(-c2cccnc2)nc1 ?
Pf apPOL block: 2; mHTT CaM bind: 0

What do the screens show for `Cc1ccc(C(=O)N2CCCC(C)(C(=O)NCc3ccccc3C)C2)cc1` (stereo not drawn)?
Pf apPOL block: 8; mHTT CaM bind: 18

What do the screens show for `O=C(CCSCc1ccccc1F)N1CCN(c2ccccc2F)CC1`?
Pf apPOL block: 34; mHTT CaM bind: -2

Results for COc1ccc(-c2cn(-c3cccc(SC)c3)c(=O)[nH]2)cc1 ?
Pf apPOL block: -6; mHTT CaM bind: 22

How did CCc1ccc(NC(=O)C2CC(c3ccc(OC)cc3)=NO2)cc1 (stereo not drawn) do in these assays?
Pf apPOL block: 11; mHTT CaM bind: -3

What do the screens show for `CC(C)Oc1ccccc1NC(=O)CSc1nc2sc3c(c2c(=O)n1C)CCCC3`?
Pf apPOL block: -8; mHTT CaM bind: -7

What do the screens show for `O=c1ccc(-c2cccs2)nn1CCNS(=O)(=O)c1ccc(Cl)s1`?
Pf apPOL block: -4; mHTT CaM bind: -14

How did COc1ccc(C=Nc2c(C)n(C)n(-c3ccccc3)c2=O)cc1OC do in these assays?
Pf apPOL block: -3; mHTT CaM bind: 4

Results for CN(Cc1ccccc1)C(=O)c1ccc(-c2cccs2)nc1 ?
Pf apPOL block: -15; mHTT CaM bind: -6

Results for COc1ccccc1OCC(=O)NCc1ccccn1 ?
Pf apPOL block: -8; mHTT CaM bind: 15

What do the screens show for `CCOc1ccccc1NC(=O)c1cc(S(=O)(=O)NCCc2ccc(Cl)cc2)ccc1F`?
Pf apPOL block: 31; mHTT CaM bind: 56*

Results for O=C(Nc1ccc(Cl)cc1F)c1cccnc1 ?
Pf apPOL block: 0; mHTT CaM bind: 1

What do the screens show for `Cc1ccc(C(=O)N2CCC(c3nc(C(=O)N4CCCC4)c(C)o3)CC2)cc1F`?
Pf apPOL block: -1; mHTT CaM bind: 8

Results for O=C(Cn1ccnc1)c1ccc(Cl)cc1Cl ?
Pf apPOL block: -3; mHTT CaM bind: 0

How did Cc1ccc(C2CC(c3cccn3C)=NN2C(=O)CN(C)C(=O)C(C)C)cc1 (stereo not drawn) do in these assays?
Pf apPOL block: -5; mHTT CaM bind: 62*

Results for COCCNc1oc(-c2ccc(Cl)cc2)nc1C#N ?
Pf apPOL block: 1; mHTT CaM bind: 2

How did COc1cccc(N(CC(=O)Nc2cc(OC)ccc2OC)S(=O)(=O)c2ccccc2)c1 do in these assays?
Pf apPOL block: -8; mHTT CaM bind: 18

What do the screens show for `Cc1ccc(NC(=O)C23CC4CC(C2)CC(n2cncn2)(C4)C3)cc1Cl`?
Pf apPOL block: -10; mHTT CaM bind: 1

What do the screens show for `Cc1ccccc1NC1=CC(=O)CC(C)(C)C1`?
Pf apPOL block: 13; mHTT CaM bind: -6

Results for CC(C)CC(=O)Nc1cccc(NC(=O)c2cccs2)c1 ?
Pf apPOL block: 0; mHTT CaM bind: -2

What do the screens show for `N#Cc1ccc(/C=C2\NC(=O)N(Cc3ccccc3F)C2=O)cc1`?
Pf apPOL block: -4; mHTT CaM bind: 0

Results for O=C(CCC1CCCN(C(=O)Nc2cccc(F)c2)C1)NCc1ccc(F)c(Cl)c1 (stereo not drawn) ?
Pf apPOL block: -7; mHTT CaM bind: 26

Results for CNC(=O)C1CCN(c2nc3ccc(-c4ccccc4F)nc3s2)CC1 ?
Pf apPOL block: 0; mHTT CaM bind: 1

How did CC1=C(C(N)=O)C(c2cccs2)n2ncnc2N1 (stereo not drawn) do in these assays?
Pf apPOL block: -5; mHTT CaM bind: 4

Results for CCSc1nc2c(c(=O)[nH]1)C(c1ccc(OC)c(OC)c1)C1=C(CC(C)(C)CC1=O)N2 (stereo not drawn) ?
Pf apPOL block: 3; mHTT CaM bind: 2

How did Cc1ccc(-c2ccc(C(=O)Nc3cccc(F)c3)o2)c2ccccc12 do in these assays?
Pf apPOL block: 1; mHTT CaM bind: 4

Results for O=C(NCCn1cc(SCc2cccc(F)c2)c2ccccc21)c1cccs1 ?
Pf apPOL block: 4; mHTT CaM bind: 11

How did CCc1ccc(N2C(=O)Nc3ccc(Br)cc3C2(O)C(=O)NCCC(C)C)cc1 (stereo not drawn) do in these assays?
Pf apPOL block: -10; mHTT CaM bind: 3

Results for Oc1ccccc1N=Cc1ccc(Cl)cc1Cl ?
Pf apPOL block: 35; mHTT CaM bind: 6

How did COC(=O)COc1ccc2c(c1)OC(=Cc1cccc(C)c1)C2=O do in these assays?
Pf apPOL block: 2; mHTT CaM bind: -2

What do the screens show for `COc1ccc(-c2cc3ccc(OCC=C(C)C)cc3oc2=O)cc1OC`?
Pf apPOL block: -1; mHTT CaM bind: -15

How did CNC(=O)C(C1CCCC1)N1CCN(C(=O)Nc2ccc(F)cc2)CC1 (stereo not drawn) do in these assays?
Pf apPOL block: -2; mHTT CaM bind: 4

Results for O=C1CC(=O)N(c2cccc(Cl)c2)N1 ?
Pf apPOL block: 3; mHTT CaM bind: 15

What do the screens show for `O=C1c2ccccc2NC(c2ccccc2Cl)N1c1ccc(F)cc1` (stereo not drawn)?
Pf apPOL block: 0; mHTT CaM bind: -20

What do the screens show for `OCCn1c(-c2ccc(I)cc2)csc1=Nc1cccc(Cl)c1`?
Pf apPOL block: 4; mHTT CaM bind: 80*

How did O=C1C(=Cc2cc(-c3ccccc3)c(C(F)(F)F)s2)CSc2ccc(Cl)cc21 do in these assays?
Pf apPOL block: -2
